Screening results from PubChem BioAssay.
Scp-1 inhibitor – Scp-1 phosphatase inhibitors, primary screen, biochemical, colorimetric, uHTS; Recombinant Scp1, phosphopeptide, malachite green phosphate absorbance; inhibition, % at 20 µM; 340,000 tested, 0.88% active; AID 493091, 2011;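 active = inhibition above about 50% at 20 µM, limit read from the data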;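 note: plate controls were DMSO wells with enzyme for no effect and wells lacking enzyme for full effect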
Target sequence (Q9GZU7 76-261 limits assumed): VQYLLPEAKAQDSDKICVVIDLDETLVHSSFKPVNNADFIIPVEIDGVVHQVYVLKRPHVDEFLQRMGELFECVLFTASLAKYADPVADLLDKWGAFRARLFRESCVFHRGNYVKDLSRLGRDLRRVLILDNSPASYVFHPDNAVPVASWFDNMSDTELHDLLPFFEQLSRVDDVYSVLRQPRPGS
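Material: truncated SCP-1 phosphatase (76-261aa) / Buffer or medium: 50 mM Tris acetate pH 5.5, 0.005% Tween-20, 10 mM MgCl2 / Compound dosing: one concentration, 20 µM, with 1.0% DMSO / Incubation: 45 min room-temperature reaction, 5 min colour, 30 min stabiliser / Detection: colorimetric free-phosphate detection, absorbance 630 nm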
NRP1-CendR mod – modulators of CendR peptide binding to NRP-1, primary screen, biochemical, fluorescence polarization, uHTS. AID 602438, 2012. inhibition, % at 25 µM. FAM-RPARPAR peptide binding to NRP-1. Neuropilin-1 (Homo sapiens), O14786. 360,000 tested, 0.85% active;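 active = inhibition or corrected inhibition above about 18%, plus a signal ratio from 0.5 to 1.5, limit read from the data, passing the limit was not always enough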; note: strong numbers were not always called active
LMPTP inh – LMPTP phosphatase inhibitors, primary screen, biochemical, fluorescence intensity, uHTS. Low molecular weight phosphotyrosine protein phosphatase (Homo sapiens), P24666. inhibition, % at 20 µM. recombinant LMPTP-A, OMFP fluorogenic substrate. 360,000 tested, 0.22% active. AID 651560, 2012;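 active = compounds that cut the enzyme signal by at least half of the control window in the single-dose screen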;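 note: plate controls were DMSO wells with enzyme plus substrate for no effect and substrate without enzyme for full effect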
Target sequence (P24666 whole entry, looked up): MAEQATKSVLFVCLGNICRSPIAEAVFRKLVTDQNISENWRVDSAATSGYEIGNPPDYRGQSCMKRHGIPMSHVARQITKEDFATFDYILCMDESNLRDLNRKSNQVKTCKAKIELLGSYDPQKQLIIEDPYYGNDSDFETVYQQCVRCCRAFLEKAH
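Buffer or medium: Bis-Tris pH 6.0, DTT, detergent; Assay system: LMPTP-A enzyme; Quantity: 0.625 nM enzyme; Detection: endpoint fluorescence intensity; Times: 50 min dark incubation at room temperature; Controls: substrate-only low control, DMSO enzyme-plus-substrate high control; Doses: single 20 µM dose; Read-out: percent inhibition versus substrate-only and uninhibited controls; Reagent: 400 µM OMFP.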
DNMT1 block – human DNMT1 methyltransferase inhibitors, primary screen, biochemical, molecular beacon, fluorescence, HinP1I cleavage, uHTS. 360,000 tested, 0.83% active. inhibition (reported as % activation of signal), % at 10 µM. DNA (cytosine-5)-methyltransferase 1 (Homo sapiens), P26358. AID 588458, 2011; in the data active = inhibition above about 50%
NadD inh – inhibitors of S. aureus NadD, primary screen, biochemical, colorimetric, uHTS | purified NadD enzyme, colorimetric absorbance read-out | 360,000 tested, 0.78% active | inhibition, % at 20 µM | AID 602399, 2012 | Nicotinate-nucleotide adenylyltransferase NadD (Staphylococcus aureus N315); in the data active = inhibition above about 26%; note: some compounds past the cut are filed as inactive
SUMO1-SIM PPI – modulators of SUMO1 protein-protein interactions, primary screen, biochemical, uHTS; inhibition, % at 20 µM; 360,000 tested, 0.33% active; AID 602429, 2012; Small ubiquitin-related modifier 1 (Homo sapiens), P63165; SUMO1 binding to a labelled peptide, TR-FRET, 1 h; in the data active = inhibition above about 37%
Target sequence (P63165 whole entry, looked up): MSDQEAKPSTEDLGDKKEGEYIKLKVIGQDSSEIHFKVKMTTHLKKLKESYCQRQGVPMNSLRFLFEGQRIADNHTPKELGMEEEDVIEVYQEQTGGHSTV
STEP block – STEP phosphatase inhibitors, primary screen, biochemical, fluorescence intensity, uHTS | AID 588621, 2011 | 360,000 tested, 0.25% active | inhibition, % at 20 µM | Tyrosine-protein phosphatase non-receptor type 5 (Homo sapiens), P54829 | recombinant STEP, OMFP fluorogenic substrate;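 active = inhibition at 20 µM, scaled per plate between control wells, above about 37%, limit read from the data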;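 note: 0% = DMSO with enzyme and substrate and 100% = substrate only without enzyme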
Target sequence (P54829 whole entry, looked up): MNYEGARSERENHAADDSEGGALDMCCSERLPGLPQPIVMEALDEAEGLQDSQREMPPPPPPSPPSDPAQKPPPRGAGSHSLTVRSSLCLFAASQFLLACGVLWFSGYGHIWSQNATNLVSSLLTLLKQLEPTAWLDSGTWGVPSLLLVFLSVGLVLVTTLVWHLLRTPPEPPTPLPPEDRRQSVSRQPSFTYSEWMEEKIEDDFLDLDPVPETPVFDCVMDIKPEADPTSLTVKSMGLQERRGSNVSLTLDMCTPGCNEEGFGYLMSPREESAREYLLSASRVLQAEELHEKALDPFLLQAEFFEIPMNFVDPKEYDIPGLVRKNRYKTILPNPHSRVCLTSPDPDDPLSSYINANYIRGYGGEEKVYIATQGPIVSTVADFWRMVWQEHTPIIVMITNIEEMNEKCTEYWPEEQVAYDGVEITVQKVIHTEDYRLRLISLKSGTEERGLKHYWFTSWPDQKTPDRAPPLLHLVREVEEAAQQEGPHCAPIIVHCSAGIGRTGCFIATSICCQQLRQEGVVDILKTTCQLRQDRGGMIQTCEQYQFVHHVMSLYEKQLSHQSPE
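medium = Bis-Tris buffer pH 6.0, 2.5 mM DTT, 0.005% Tween 20 | test system = STEP (striatal-enriched tyrosine phosphatase) enzyme, cell-free | measure = normalized % inhibition | compound dosing = 20 µM, 1% DMSO | also added = 25 µM OMFP | schedule = reaction 20 min, ambient temperature | measured by = fluorescence read at 480 nm ex / 540 nm em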
Tb MetRS inh – T. brucei MetRS inhibitors, primary screen, biochemical, luminescence. AID 624268, 2012. 360,000 tested, 0.4% active. inhibition, % at 11.9 µM. purified T. brucei MetRS, ATP depletion, Kinase-Glo luminescence. methionyl-tRNA synthetase (Trypanosoma brucei brucei);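 active = inhibition above a per-plate cutoff of the control wells' mean inhibition plus 3 SD, cut at about 5.5% in these data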;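 note: 0% = DMSO wells median and 100% = median of wells with control inhibitor compound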
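assay system = parasite MetRS enzyme | timing = 15 min preincubation, 2 h reaction, all 25 °C | evaluation = percent inhibition relative to median high and low control wells | medium = HEPES buffer containing pyrophosphatase, BSA, spermine, DTT | compound = single dose, 11.9 µM final nominal, 0.9% final DMSO | detection = Kinase-Glo luminescence, ATP depletion format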
Neddylation inh – inhibitors of cullin neddylation, primary screen, biochemical, TR-FRET, uHTS, NAE and Ubc12 | calls only at 25 µM | 360,000 tested, 0.58% active; in the data active = inhibition above about 36%
SKN-1 inh – suppressors of acrylamide-induced Pgst-4::GFP reporter in worms, primary screen, SKN-1 inhibitor project, whole organism, uHTS, GFP/RFP fluorescence ratio, strain VP596. C. elegans VP596 Pgst-4::GFP/RFP ratio, 24 h. inhibition, % at 21.8 µM. 360,000 tested, 0.49% active;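 active = interference check ratio from 0.5 to 1.5 plus GFP to RFP signal ratio inhibition reaching or exceeding a fixed threshold, cut at about 30% in these data, passing the limit was not always enough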; note: some compounds called inactive have numbers as strong as hits
Active calls of the source: *; i = inactive; . = not tested or not shown; + = active, no number.

SMILES	SKN-1 inh	Neddylation inh	Tb MetRS inh	Scp-1 inhibitor	STEP block	NRP1-CendR mod	SUMO1-SIM PPI	NadD inh	LMPTP inh	DNMT1 block
CCN1C(=O)[C@H]2[C@@H](c3ccc(-c4ccc(C(C)=O)cc4)cc3)N3CCC[C@@]3(C(=O)OC)[C@H]2C1=O	20	i	0.3	-2	0	4	-4	1	-0.2	10
CC(C)OC(=O)NCCOC(=O)Nc1ccc(Cl)c(Cl)c1	-2	i	0.2	-9	-1	-10	-1	-5	1.6	-6
Cc1ccc(NC(=O)CC2S/C(=N/N=C3\CCCc4ccccc43)NC2=O)cc1 (stereo unspecified)	11	i	0.2	-7	0	2	2	15	3.5	-6
Nc1nc(SCC(=O)Nc2cc(C(F)(F)F)ccc2N2CCOCC2)n[nH]1	-4	i	-0.7	-11	-1	6	-2	2	-1.2	0
Cc1ccc(N2CC(C(=O)NCCS(=O)(=O)N3CCN(c4ccccc4F)CC3)CC2=O)cc1 (stereo unspecified)	10	i	-0.6	-9	-4	14	2	-5	-1.9	5
CCN(CC)C(=O)C(C)OC(=O)COc1ccc(Cl)cc1C (stereo unspecified)	10	i	1.4	38	2	-1	4	0	-1.3	14
Cc1[nH]n(-c2ccccc2)c(=O)c1N=Nc1c(O)cc(S(=O)(=O)N(C)C)c2ccccc12	16	i	-0.1	-12	7	-2	-7	56*	6.9	-53
O=C(c1ccc(-c2ccccc2)cc1)N1CCC2CC1c1cc(-c3ccc4c(c3)OCO4)ccc12 (stereo unspecified)	0	i	0.1	.	0	15	15	19	5.8	-1
CCOC(=O)c1cc(C)n(Cc2ccc(OCC)c(OC)c2)c1C	-6	i	0.2	-13	1	12	4	-6	2.0	-9
COc1cc(NC(=S)N2CCCC(CO)C2)cc(OC)c1 (stereo unspecified)	3	i	-0.2	70*	15	7	-1	2	0.8	5
CC(=O)Oc1ccc(NC(=O)Cc2ccccc2)c(C(=O)O)c1	0	i	2.3	4	0	7	4	0	-0.3	-2
Cc1cc(Br)c(NC(=O)CN2C(=O)NC3(CCOc4ccccc43)C2=O)c(Br)c1 (stereo unspecified)	16	i	0.0	.	-2	-11	4	-4	-0.1	0
Cc1cc(C)cc(Nc2ncc3c(n2)CCCC3=O)c1	-9	i	-1.3	-5	1	-5	0	-13	-1.4	1
CSc1nsc(SCC(=O)Nc2nc3ccccc3s2)n1	-4	i	-0.6	-3	1	-5	0	-8	-0.4	-4
COc1ccccc1C(=O)N/N=C(\C)CC(=O)Nc1ccc(Cl)cn1	-1	i	-0.4	-10	-2	7	3	-3	-0.9	1
O=C(O)CC1(CC(=O)Nc2cccc(C(F)(F)F)c2)CCCC1	-2	i	-0.6	-9	0	10	-5	0	-2.0	0
O=C1OCc2ccc(NS(=O)(=O)c3ccc(C(F)(F)F)cc3)cc21	5	i	-0.5	-2	-1	5	7	-7	-0.7	-2
CN(C)CCCN(C(=O)CCS(=O)(=O)c1ccccc1)c1nc2cc3c(cc2s1)OCO3	11	i	0.2	-5	1	4	1	-6	-0.2	0
CC(=Nc1cccc(O)c1)c1sc2ccccc2c1O	3	i	-0.2	-2	1	-18	-7	-4	-0.6	-2
CC(=O)c1cccc(N2C(=O)CC(N3CCN(S(=O)(=O)c4ccc(Cl)cc4)CC3)C2=O)c1 (stereo unspecified)	-19	i	-0.2	-12	-3	12	1	6	-0.7	1
CN(Cc1ccco1)C(=O)c1cc2c(s1)-c1ccc(Cl)cc1S(=O)(=O)C2	14	i	-0.1	-7	1	0	-8	2	0.8	4
Cc1cc(Cl)ccc1NC(=O)c1ccc2c(c1)CCN2S(C)(=O)=O	16	i	0.2	-4	-1	16*	-1	-12	-0.4	2
COc1ccc(C(=O)NC2=C(C#N)CCC2)cc1OC	2	i	-0.1	-9	-2	0	-2	2	-2.9	-1
O=C(c1ccco1)N(CC1CCCO1)c1nc(-c2ccccc2)cs1 (stereo unspecified)	31	i	-1.0	-10	1	1	-2	-4	2.7	-3
Cn1cnc(S(=O)(=O)N2CCc3ccccc32)c1	-4	i	-1.0	-12	1	-7	-2	4	0.4	3
CCOC(=O)CSc1ccc2ccccc2n1	-13	i	-0.3	2	-2	17	1	-1	-1.2	1
CCOC(=O)c1ccc(-c2cccc(C(F)(F)F)c2)nc1C	15	i	-0.4	-7	4	2	-2	9	2.0	3
COc1cc(/C=C/C(=O)N2CCCC2)cc(OC)c1OC	2	i	0.2	-4	-2	2	-4	1	-1.1	-5
Cc1ccc(S(=O)(=O)CCC(=O)OCC(=O)NCC(=O)Nc2cccc(C)c2C)cc1	5	i	0.0	-2	-1	14	-5	2	-0.3	0
NS(=O)(=O)c1cc(C(=O)O)cc(N2CCCC2)c1Oc1ccccc1	1	.	-1.2	-9	-4	-17	5	0	-2.0	11
O=C(NCc1ccc(F)cc1)c1ccc(CS(=O)Cc2ccccc2Cl)o1 (stereo unspecified)	-1	i	-0.4	-3	1	2	2	-5	0.5	-1
Cc1ccc(SCCNS(C)(=O)=O)cc1	1	i	0.3	-5	0	4	0	1	-1.1	7
Cc1cccc(NC(=O)CNC(=O)COc2cccnc2[N+](=O)[O-])c1C	13	i	-0.4	-2	-1	-12	-13	3	-0.1	-1
CN1CCCN(C(=O)c2ccccc2Cl)CC1	-3	i	0.0	3	0	5	-4	6	-0.3	0
O=C(CSc1nc(O)c(Cc2ccccc2)c(=O)[nH]1)N1CCOCC1	0	i	0.0	-4	0	-7	-3	-2	0.9	0
COCCN(CC(=O)Nc1cccc(C)c1C)C(=O)c1ccc(-n2cccn2)cc1	0	i	-0.5	-8	1	0	4	-1	-1.2	4
O=C1C2CCCN2C(c2cccc(F)c2)N1c1cccc(Cl)c1 (stereo unspecified)	4	i	-0.2	-4	2	3	1	3	-2.3	0
CC(C)C[C@H]1CNC(=O)C(=O)N1CC1CCN(CC2CCC(C)CC2)CC1 (stereo partly specified)	5	i	-0.8	.	0	17	-1	-10	-0.8	1
CCOC(=O)c1c(C)c(-c2ccccc2)n(CC(=O)NCCCN(CC)CC)c1C	-4	i	-0.5	1	-4	-3	1	-2	-2.6	0
NS(=O)(=O)c1ccc(CNC(=O)c2cc(-c3cccnc3)nc3ccc(Cl)cc23)cc1	12	i	-0.1	-7	0	-13	-7	8	2.6	-3

Part of the list above, with values under each structure:
Screens in order – SKN-1 inh	Neddylation inh	Tb MetRS inh	Scp-1 inhibitor	STEP block	NRP1-CendR mod	SUMO1-SIM PPI	NadD inh	LMPTP inh	DNMT1 block
Cc1cccc(NC(=O)CNC(=O)COc2cccnc2[N+](=O)[O-])c1C
    13	i	-0.4	-2	-1	-12	-13	3	-0.1	-1
CN1CCCN(C(=O)c2ccccc2Cl)CC1
    -3	i	0.0	3	0	5	-4	6	-0.3	0

New compounds follow
SMILES	SKN-1 inh	Neddylation inh	Tb MetRS inh	Scp-1 inhibitor	STEP block	NRP1-CendR mod	SUMO1-SIM PPI	NadD inh	LMPTP inh	DNMT1 block
COc1cc(NS(=O)(=O)c2ccc(N)cc2)nc(OC)n1	-3	i	0.0	11	0	1	7	0	0.9	-2
Cc1nc2sc3c(c2c(=O)o1)CCCC3	-8	i	-1.0	-13	6	-14	6	-3	-0.1	0
O=C(COC(=O)c1ccc2c(=O)n3c(nc2c1)CCC3)Nc1ccccc1F	13	i	-0.7	-4	-3	9	4	-3	-0.7	-1
COc1ccccc1C(=O)NCCC(=O)NCC(c1ccco1)N1CCCC1 (stereo unspecified)	10	i	-0.4	-6	-4	-2	2	-5	1.4	1
CCN(c1ccccc1)S(=O)(=O)c1ccc(Cl)c(C(=O)NCc2ccco2)c1	8	i	-0.1	-5	0	-5	2	1	-0.3	-3
O=C1CS/C(=N\N=C\c2ccco2)N1c1ccccc1	-9	+	-0.8	34	2	-34	-4	1	5.4	18
CCCn1cc(SCC(=O)NC2CCCC2)c2ccccc21	-5	i	-0.3	-2	0	-6	2	-1	-0.1	0
CCN(CC)CC(O)COC(c1ccccc1)c1ccccc1 (stereo unspecified)	-3	i	0.4	2	0	-1	2	-1	0.6	-2
CN(C(=O)CSc1nnc(-c2ccco2)n1N)C1CCCCC1	-6	i	-0.6	3	2	-15	4	-9	0.4	6
CCOC(=O)C(Cc1ccc(NC(=O)/C(=C/c2ccc(OC(C)=O)cc2)NC(C)=O)cc1)N1C(=O)c2ccccc2C1=O (stereo unspecified)	30	i	-1.1	-6	0	9	-9	-11	-0.5	-4
O=C(NCCc1ccccc1)c1ccccc1F	3	i	-0.7	-1	-4	-1	-1	-4	-0.6	5
CC(C)c1ccc(N(CC(=O)NCCc2ccccc2)C(=O)c2csnn2)cc1	-5	i	-0.7	1	2	9	-5	3	-0.6	0
CS(=O)(=O)N1Cc2ccccc2CC1C(=O)Nc1ccccc1C(N)=O (stereo unspecified)	29	i	-0.8	2	1	-5	0	3	-0.2	2
C=CCn1c(NC(=O)CC)c(C(=O)OCC)sc1=S	10	i	0.3	-4	2	-8	-2	2	-0.4	-1
O=C1NC(Cc2ccccc2)c2nc3cc(F)c(F)cc3c(=O)n2-c2cc3ccccc3cc21 (stereo unspecified)	2	i	0.6	.	1	-13	-2	19	1.2	-12
Cc1ccc([C@@H]2CC=C(C(=O)O)[C@H](c3ccc(F)cc3)N2S(=O)(=O)c2ccccc2C)cc1	22	i	0.1	0	1	-14	3	42*	-0.5	4
CCOC(=O)Cc1csc(NC(=O)CN2CCN(CC)CC2)n1	-15	i	-1.6	6	-2	-5	2	-5	-0.2	3
COc1cccc2[nH]c(C(=O)NCc3ccccc3)cc12	21	.	-0.4	-12	-2	6	-5	-13	0.3	-4
